Pin1 inhibitor: blocks the human prolyl isomerase Pin1; Q13526; Pin1 FP peptide displacement, HiFluor488, 10 min; Potency, µM (titrated, usually from 115 µM), for the others: at the highest dose activity, negative = inhibition, most hits filed as inhibitors; 390,000 tested, 0.009% active; active means well fitted inhibition curve with a large enough effect in the polarisation, with a control signal flat, not every such curve was filed as active; inconclusive means small, poorly fitted or top-dose-only effect, or effect the other way, or a change in a side signal; inactive means no such curve, though single readings can be large or run the other way; the % refers to the polarisation; further: on the % scale 0 is the no-effect control and ±100 the full control effect
JMJD2A Tudor: inhibitors of human JMJD2A Tudor domain; AID 504339; AlphaScreen JMJD2A-Tudor / H3K4me3 peptide binding; O75164; Potency, µM (doses to about 114 µM), for the others: at the top dose activity change, negative = inhibition, most hits filed as inhibitors; 390,000 tested, 4.4% active; further: on the % scale 0 is the no-effect control and ±100 the full control effect; nearly all actives have a fitted effect of over 50% in size
Target sequence (O75164 whole entry, looked up, the tested form may be a part): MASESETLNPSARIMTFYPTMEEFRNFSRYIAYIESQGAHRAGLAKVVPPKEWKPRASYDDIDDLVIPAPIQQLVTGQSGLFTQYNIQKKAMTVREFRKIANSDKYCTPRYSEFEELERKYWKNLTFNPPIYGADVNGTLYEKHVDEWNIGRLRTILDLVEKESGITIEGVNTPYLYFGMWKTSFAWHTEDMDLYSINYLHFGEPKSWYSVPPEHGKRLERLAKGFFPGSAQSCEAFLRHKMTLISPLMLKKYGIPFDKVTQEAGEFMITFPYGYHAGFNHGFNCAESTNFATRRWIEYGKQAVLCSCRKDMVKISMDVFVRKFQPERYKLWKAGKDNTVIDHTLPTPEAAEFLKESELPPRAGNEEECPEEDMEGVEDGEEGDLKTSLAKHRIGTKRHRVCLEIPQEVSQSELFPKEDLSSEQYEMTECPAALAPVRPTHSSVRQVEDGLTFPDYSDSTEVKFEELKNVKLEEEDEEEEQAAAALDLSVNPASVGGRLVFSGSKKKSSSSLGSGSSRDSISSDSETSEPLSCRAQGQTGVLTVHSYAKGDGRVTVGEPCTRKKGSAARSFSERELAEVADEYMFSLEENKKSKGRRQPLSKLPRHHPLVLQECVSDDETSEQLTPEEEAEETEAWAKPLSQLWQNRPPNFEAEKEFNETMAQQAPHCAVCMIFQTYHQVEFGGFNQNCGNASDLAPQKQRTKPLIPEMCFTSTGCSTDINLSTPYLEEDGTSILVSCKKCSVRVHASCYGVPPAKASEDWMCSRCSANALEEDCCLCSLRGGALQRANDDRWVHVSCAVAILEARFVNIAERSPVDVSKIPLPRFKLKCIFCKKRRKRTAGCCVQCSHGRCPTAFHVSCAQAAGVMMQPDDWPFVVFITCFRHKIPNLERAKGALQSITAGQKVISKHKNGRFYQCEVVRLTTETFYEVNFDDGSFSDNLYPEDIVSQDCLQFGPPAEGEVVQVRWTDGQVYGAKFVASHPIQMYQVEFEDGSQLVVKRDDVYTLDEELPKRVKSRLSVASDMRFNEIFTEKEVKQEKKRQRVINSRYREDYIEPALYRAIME
TrxR1 inh: rat TrxR1 inhibition; O89049; recombinant rTrxR1, NADPH fluorescence consumption, selenite substrate; Potency, µM (highest dose often 114 µM), without a hit: top-dose activity change, negative = inhibition, most hits filed as inhibitors; 390,000 tested, 1% active; AID 588453; further: on the % scale 0 is the no-effect control and ±100 the full control effect; nearly all actives have a fitted effect of over 65% in size
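Rat TrxR1 (90 nM in the dispensed reagent) was pre-reduced with 400 uM NADPH for 5 min at room temperature, then incubated with compound for 15 min. After 400 uM selenite was added, NADPH fluorescence (Ex 340/Em 450 nm) was followed for 8 min.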
ERG-DNA inh: ERG Ets/DNA interaction inhibition; fluorescence polarization, His-ERG Ets domain / labelled DNA; AID 624246; 370,000 tested, 0.028% active; Potency, µM (doses to about 76.9 µM), for inactives: top-dose FP activity, negative = inhibition, hits mostly inhibitors; active means well fitted inhibition curve with a large enough effect in the polarisation, with a control signal flat; inconclusive means small, poorly fitted or top-dose-only effect, or effect the other way, or a change in a side signal; inactive means no such curve, though single readings can be large or run the other way; the % refers to the polarisation;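 further: polarization taken with two DNA probes labelled with fluorescein and Texas red; % of control where 0% means no effect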
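His-tagged ERG Ets domain (1 uM in the protein solution; 300mM KCl, 50mM Tris-HCl, 1mM EDTA, 1mM DTT, pH 7.5) received compound, then a probe mix of 5 nM fluorescein-DNA and 100nM Texas-615-DNA. Fluorescence polarization was read for both dyes.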
PGK inhibitor: inhibitors of T. brucei phosphoglycerate kinase; PGK/GAPDH coupled, Kinase-Glo luminescence, 60 min; P07378; Potency, µM (top dose mostly 57.5 µM), for the others: top-dose activity change, negative = inhibition, usual class: inhibitors; 380,000 tested, 0.043% active; further: on the % scale 0 is the no-effect control and ±100 the full control effect; nearly all actives have a fitted effect of over 60% in size
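Recombinant glycosomal PGK reaction used 1,3-bisphosphoglycerate generated in-well by GAPDH (100nM final) in 100mM TEA pH 7.6, 5mM MgCl2, 0.01% Tween-20. After 60 minutes at room temperature, ATP was read by Kinase-Glo Plus luminescence end-point.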
GLS inhibitor: glutaminase GLS (human) inhibition | AID 624170 | O94925 | Potency, µM (top dose mostly 45.5 µM), for inactives: top-dose activity change, negative = inhibition, actives largely listed as inhibitors | GLS enzymatic activity, qHTS titration | 410,000 tested, 0.21% active; further: on the % scale 0 is the no-effect control and ±100 the full control effect
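Compounds were pin-transferred onto hKGA, after which L-glutamine (1 mM solution) and a detection mix of glutamate oxidase, HRP and Amplex Red were added. Initial and 30 min RT fluorescence reads were collected.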
RGS4 inhibitor: human RGS4 inhibition; Potency, µM (doses to about 114 µM), inactives show at the highest dose activity change, negative = inhibition, actives largely listed as inhibitors; AID 504845; Transcreener GDP fluorescence polarization, RGS4-accelerated GTP hydrolysis; 390,000 tested, 0.039% active; further: on the % scale 0 is the no-effect control and ±100 the full control effect; nearly all actives have a fitted effect of over 75% in size; some results filed as inactive show a strong effect at the top dose
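MLSMR compounds (23 nl, pin-transferred) preincubated 10 min at room temperature with a 500nM (2x) first reagent, then RGS4 at 900nM (2x) plus Transcreener GDP mix added; fluorescence polarization (620/688 nm) read before and after 90 min at 30 °C.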
HP1b binding inh: HP1-beta chromodomain-methylated histone interaction inhibition; P83916; AlphaScreen HP1-beta / biotin-H3K9me3 peptide binding; Potency, µM (top dose mostly 114 µM), inactives show at the top dose activity change, negative = inhibition, hits mostly inhibitors; 390,000 tested, 0.56% active; further: nearly all actives have a fitted effect of over 70% in size; inactives centre near 23
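Compound inhibition of the preformed complex between 50 nM HP1-beta and 50 nM biotinylated H3K9me3 peptide was read by AlphaScreen. Buffer was PBS pH 7.4 with 0.01% Tween-20. Incubations ran 30 min at room temperature, with 10 ug/mL donor/acceptor beads.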
ALOX12 inh: blocks human arachidonate 12S-lipoxygenase; 580,000 tested, 1.1% active; AID 1671190; P18054; purified 12hLO, xylenol orange hydroperoxide absorbance; Potency, µM (titrated, usually from 108 µM), for inactives: at the highest dose activity change, negative = inhibition, actives largely listed as inhibitors; further: on the % scale 0 is the no-effect control and ±100 the full control effect
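Purified human 12hLO (150 nM final) in 25 mM Hepes, 0.01% Triton X-100, pH 7.0 was preincubated 15 min at room temperature with compound. Then 40 uM arachidonic acid was added, 30 min. Hydroperoxide was read by Fe-XO absorbance ratio 573/405 nm.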
* hit, by the source's call; i = inactive; ? = inconclusive; . = not tested or not shown; & = joins results of further samples; [ ] = remark or other dose. Unless noted, the call rests on the fitted dose curve; in most records, active means well fitted curve in the direction sought with a large enough effect; inconclusive means small, poorly fitted or top-dose-only effect, or another doubt; inactive means no such curve, though single readings can be large; an effect the other way counts as inactive or inconclusive. Potency means the concentration at half of the fitted maximal effect. The list is partial; rates above refer to the full screens.

no.	SMILES	Pin1 inhibitor	JMJD2A Tudor	TrxR1 inh	ERG-DNA inh	PGK inhibitor	GLS inhibitor	RGS4 inhibitor	HP1b binding inh	ALOX12 inh
1	COC(=O)CCN(C(=O)c1ccc(N2CCCC2)c([N+](=O)[O-])c1)c1ccccn1	?	-20.6%	-6.8%	15.8%	-5.1%	14.1%	-12.1%	15.7%	-24.9%
2	CCOC(=O)C1CCN(C(=O)c2ccc3c(c2)sc2nc(-c4ccccc4)cn23)CC1	-8.6%	-10.9%	5.9%	-9.3%	6.1%	-1.6%	12.2%	24.6%	-23.1%
3	CN(C)c1nn(C(=O)Nc2cccc(C(F)(F)F)c2)cc1-c1ccccc1	-1.4%	3.0%	9.1%	-3.5%	9.5%	12.7%	9.4%	34.2%	-10.3%
4	Clc1ccc(CNc2cnccn2)cc1	-0.5%	-13.4%	19.9%[57.1 µM]	3.1%	i	-14.2%	4.8%	11.1%	-2.5%
5	O=C(NN=Cc1ccccc1Cl)c1ccc(-n2cnnn2)cc1	5.7%	-15.6%	19.3%	-4.5%	i	-7.8%	-1.1%	51.5%[activator]	-15.4%
6	C[C@@H]1CN([C@@H](C)CO)C(=O)c2cccc(NC(=O)Nc3ccccc3)c2O[C@H]1CN(C)C(=O)Nc1cccc2ccccc12	-1.4%	-25.5%	8.0%[57.1 µM]	12.6%	-2.0%	-5.5%	-11.7%	21.6%	-1.9%
7	O=S(=O)(c1ccc(C2=CSC3=NCCN23)cc1)N1CCOCC1	-1.2%	-15.4%	12.3%	3.8%	i	18.5%	-32.2%	12.8%	-12.6%
8	COc1ccc(N(CC(=O)Nc2cccc(C(C)=O)c2)S(=O)(=O)c2ccccc2)c(OC)c1	13.3%	-12.3%	12.4%	1.1%	8.4%	11.2%	3.1%	22.8%	-29.3%
9	CC1CCCCN1C(=O)COC(=O)Cc1c[nH]c2ccccc12 (stereo unspecified)	3.0%	-20.5%	16.5%[57.1 µM]	16.0%	-2.6%	-6.1%	-11.2%	13.3%	-11.0%
10	Cc1ccc(C(=O)NCCc2cccc(Cl)c2)cc1[N+](=O)[O-]	-4.6%	-18.3%	18.5%	-2.4%	-0.5%	0.6%	2.6%	17.5%	-4.6%
11	CN1CCN(C(=O)CCN2C(=O)/C(=C/c3ccccc3Cl)SC2=S)CC1	20.4%	?	-14.5%[57.1 µM]	96.0%[activator]	-5.3%	3.5%	-34.3%	-5.5%	-5.4%
12	COCCNC(=O)c1cc(-c2ccccc2)nn1CC1CC(c2cccnc2)=NO1 (stereo unspecified)	4.3%	-21.0%	20.6%[57.1 µM]	8.5%	3.9%	1.6%	3.4%	24.0%	-1.6%
13	CC[n+]1c(-c2ccc(C)cc2)csc1Nc1c(C)n(C)n(-c2ccccc2)c1=O	-2.9%	?	5.9%[57.1 µM]	-20.3%	-0.2%	14.8%	-34.8%	?	13.1%
14	O=C(O)c1ccc(-c2noc(-c3cccc(F)c3)n2)cc1	0.8%	-11.8%	?	.	-4.8%	6.5%	8.4%	26.2%	-1.4%
15	Cn1nc([N+](=O)[O-])nc1Oc1ccccc1N	?	1.1%	-14.6%	-1.2%	0.1%	.	20.5%	39.7%[activator]	-0.8%
16	CN(C)CCn1c(NCc2ccc3c(c2)OCO3)nc2ccccc21	-5.9%	-16.0%	19.4%	-5.6%	i	20.7%	0.4%	23.1%	?
17	Cc1ccc(NC(=O)CN(C)C(=O)c2sc3cc(Cl)ccc3c2Cl)cc1	5.1%	-15.5%	15.5%	-0.1%	-2.0%	6.9%	-2.1%	9.2%	1.2%
18	CCCCCCn1c(CN2CCN(C(=O)c3ccco3)CC2)nc2c1c(=O)n(C)c(=O)n2C	7.3%	-2.1%	-17.9%[57.1 µM]	-2.9%	i	-8.9%	3.1%	31.7%	7.4%
19	CC(=O)Nc1ccc(NC(=O)C2CCCN2C(=O)Nc2ccc(F)cc2)cc1 (stereo unspecified)	3.9%	-6.9%	6.2%	3.3%	8.9%	3.8%	-8.8%	15.6%	14.9%
20	O=C1c2cccnc2C(=O)N1Cc1ccc(S(=O)(=O)N2CCOc3ccc(Cl)cc32)cc1	23.4%	-15.3%	-3.1%	7.5%	-2.2%	-0.6%	12.8%[11.4 µM]	37.2%	.
21	CCC1(C)NC(=O)N(CC(=O)N2N=C(c3ccccc3)CC2c2ccc(OC)cc2)C1=O (stereo unspecified)	0.2%	-19.5%	8.4%	-2.7%	-2.0%	10.1%	12.6%	5.6%	11.8%
22	CC(C)OC(=O)c1nnn(-c2nonc2N)c1CSc1ccccn1	0.5%	-19.4%	22.8%[57.1 µM]	6.8%	-3.0%	0.0%	?	6.5%	0.0%
23	Cc1c(C(=O)NCc2ccccc2Cl)sc2nc3n(c(=O)c12)CCC3	-3.1%	-22.7%	14.5%[11.4 µM]	-0.4%	i	1.9%	-17.6%	10.0%	3.4%
24	Cc1cccc(CN2CCC(C(=O)Nc3ccc(-n4nc(C)cc4C)cc3)CC2)n1	-6.6%	0.0%	-14.2%	0.3%	4.2%	-0.1%	-9.5%	25.6%	-9.3%
25	CCOc1ccc(N2CC(C(=O)NCCN3C(=O)S/C(=C/c4cccnc4)C3=O)CC2=O)cc1 (stereo unspecified)	-4.0%	-8.8%	-10.6%	11.0%	-0.5%	0.1%	-31.2%	48.2%[activator]	-12.6%
26	Nc1nc(NCC(=O)O)nc(N2CCCCCC2)c1[N+](=O)[O-]	-10.3%	-5.1%	-2.0%[57.1 µM]	2.4%	-4.2%	5.0%	12.6%	10.6%	0.1%
27	CCc1nnc(NC(=O)CCC(=O)N2CCN(C3CCCCC3)CC2)s1	-5.2%	-5.1%	25.9%	.	-4.3%	12.7%	-5.1%	26.6%	16.8%
28	COc1cc2c(cc1NC(=O)C(C)Oc1ccc(Cl)cc1Cl)oc1ccccc12 (stereo unspecified)	-1.1%	-2.1%	62.7%[activator]	1.0%	-9.7%	-1.3%	1.2%	32.2%	-0.8%
29	C=CCNC(=S)Nc1cc(S(=O)(=O)N2CCOCC2)ccc1-n1cncn1	0.2%	-22.1%	-29.0%	2.6%	15.2%	22.6%	1.9%	34.3%	-7.0%
30	Cc1[nH]c2ccccc2c1C(=O)CSc1nc2ccccc2c(=O)n1CCCN1CCOCC1	10.9%	-24.0%	-13.4%	-3.0%	-4.3%	7.8%	-29.6%	25.4%	0.1%

Nothing new here: entries from further up.
no.	SMILES	Pin1 inhibitor	JMJD2A Tudor	TrxR1 inh	ERG-DNA inh	PGK inhibitor	GLS inhibitor	RGS4 inhibitor	HP1b binding inh	ALOX12 inh
29	C=CCNC(=S)Nc1cc(S(=O)(=O)N2CCOCC2)ccc1-n1cncn1	0.2%	-22.1%	-29.0%	2.6%	15.2%	22.6%	1.9%	34.3%	-7.0%
30	Cc1[nH]c2ccccc2c1C(=O)CSc1nc2ccccc2c(=O)n1CCCN1CCOCC1	10.9%	-24.0%	-13.4%	-3.0%	-4.3%	7.8%	-29.6%	25.4%	0.1%

New compounds follow:
no.	SMILES	Pin1 inhibitor	JMJD2A Tudor	TrxR1 inh	ERG-DNA inh	PGK inhibitor	GLS inhibitor	RGS4 inhibitor	HP1b binding inh	ALOX12 inh
31	COc1ccccc1NC(=O)CCC(=O)Nc1ccccc1OC	-12.6%	-3.0%	11.5%	2.2%	2.0%	6.2%	32.2%	15.0%	-10.3%&5.9%
32	C=CCOCCN(CCOCC=C)C1=NS(=O)(=O)c2ccccc21	5.6%	2.5%	11.3%	1.0%	2.6%	6.0%	-0.5%[56.9 µM]	43.4%[activator]	40.0%[activator]
33	CCCCCc1nc2c(c(=O)c3ccccc3n2C)c(=O)n1Cc1ccc(OC)cc1	-0.5%	-2.0%	6.0%	-0.1%	-3.1%	0.7%	10.0%	3.3%	247.5%[activator]
34	O=C(Nc1ccc2c(c1)Cc1ccccc1-2)c1ccccc1F	0.5%	-18.7%	6.5%[11.4 µM]	-1.9%	-1.9%	-0.6%	3.8%	-6.1%	0.0%
35	COCCn1c(N2CCCC2)nc2c1c(=O)[nH]c(=O)n2C	-0.1%	1.4%	-6.8%[57.1 µM]	-8.1%	i	4.8%	-0.6%	21.3%	9.8%
36	Cc1ccc(NS(=O)(=O)c2cccc(C(=O)NC3CCN(Cc4ccccc4)CC3)c2)cc1	1.1%	-26.3%	-9.2%	-18.1%	-5.1%	8.2%	3.8%	-4.4%	166.3%[activator]
37	CCC(=O)Nc1cc(C)c(NC(=O)c2ccco2)cn1	-9.8%	0.6%	-2.4%	-1.9%	3.2%	17.4%	27.0%	34.4%	0.0%
38	Cc1ccc(SCc2c(C#N)c3ccccc3n2C)cc1	5.2%	-27.4%[11.4 µM]	12.1%[57.1 µM]	8.1%	-6.5%	?	-38.0%[11.4 µM]	61.7%	17.7%
39	Cc1ccc([N+](=O)[O-])c(OCCN2CCc3ccccc3C2)c1	-1.7%	20µM*	5.9%	-5.1%	1.0%	9.5%	-0.9%	?	?
40	CN1CCC(N(C)S(=O)(=O)c2ccc(NC(=O)COc3ccc(Cl)cc3)cc2)CC1	-1.7%	-18.9%	30.6%	-4.3%	-1.6%	2.5%	22.3%	19.7%	162.5%[activator]
41	CCOC(=O)C1Cn2c(nc3c(c2=O)C(C)(CC)Cc2ccccc2-3)S1 (stereo unspecified)	-9.0%	16.9%	-9.0%	0.3%	2.3%	5.6%	9.1%	56.3%[activator]	0.0%

Assay outcomes (PubChem)
